LYP phosphatase – PTPN22 lymphoid phosphatase activity blockers – biochemical, fluorescence intensity, uHTS (AID 1779); recombinant LYP phosphatase, fluorescence intensity; higher % means a stronger effect; inhibition, % at 11.5 µM, or IC50 in µM where a hit was titrated; 290,000 tested, 0.054% active;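 further: plate controls were vehicle with enzyme for no effect and no enzyme for full effect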
AID2073 – inhibitors of Mint1-CaV2.2 protein interaction, biochemical, HTRF (AID 2073). HTRF protein-protein interaction, Mint1-CaV2.2; higher % means a stronger effect. one-dose inhibition, % at 20 µM; IC50 in µM for titrated hits. 290,000 tested, 0.19% active; in the data active means inhibition mostly above about 51%, no sharp cut-off; inconclusive means no clear call, values can overlap the other calls; inactive means mostly below about 53%; further: some results filed as inactive read as strong as hits
Siah-1 displacement – Siah-1 peptide-binding antagonists, primary screen, biochemical, fluorescence polarization, rhodamine-plectin, uHTS (AID 1817) | Siah-1 / rhodamine-plectin peptide fluorescence polarization; higher % means a stronger effect | displacement, % at 20 µM; hits with a dose series show IC50 in µM | 290,000 tested, 0.02% active;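 active means displacement of at least 50% at 20 µM, with a fluorescence ratio check between 0.3 and a set limit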;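 further: plate controls were Siah plus tracer with DMSO for no effect and tracer alone without Siah for full effect; strong numbers were not always called active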
NOD2 inhibition – NOD2 signaling inhibitors, cell-based, luminescence, uHTS, HEK293 (AID 1566) | inhibition, % at 4 µM, or EC50 in µM where a hit was titrated | HEK293 NOD2/NF-kB luciferase reporter, luminescence; higher % means a stronger effect | 290,000 tested, 0.63% active; further: many of its hits are not listed in these tables
HIV fusion peptide – inhibitors of HIV fusion peptide binding, primary screen, biochemical, uHTS, fluorescence dequenching (AID 1986) | inhibition, % at 20 µM; hits with a dose series show IC50 in µM | 290,000 tested, 0.3% active | cell-free peptide binding, fluorescence dequenching, 30 min; higher % means a stronger effect; in the data active means inhibition mostly above about 52%, no sharp cut-off; inactive means mostly below about 76%; further: some results filed as inactive read as strong as hits
Myeloid diff 2 – promotes myeloid progenitor differentiation | calls only at 10 µM | ER-HoxA9 myeloid progenitors, lysozyme-GFP differentiation, flow cytometry | 360,000 tested, 1% active;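 active means normalized GFP-positive differentiation at or above the plate's own cutoff, the solvent-only control mean plus 3 SD; inconclusive means no clear call, values can overlap the other calls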;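 further: cells exposed to compound for four days before flow analysis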
Hep lipid drop – hepatic lipid droplet formation modulation; AML12 mouse hepatocytes, oleate lipid droplets, BODIPY imaging; inhibition, % at 6.5 µM; 240,000 tested, 0.4% active; AID 1656;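 active means lipid droplet intensity inhibited by at least 50%, with more than 500 cells counted; inconclusive means wells with under 300 cells, treated as cytotoxic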
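Technique: fluorescence imaging, 20x objective, two fields per well / Assay system: AML12 hepatocytes (mouse) / Measure: % inhibition of lipid droplet signal / Doses: 6.5 µM single-point dosing / Incubation: overnight exposure / Reagent: 100 µM oleic acid challenge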
Dengue-2 NS5 capping – Dengue-2 NS5 methyltransferase inhibitors, primary screen, biochemical, confirmation dose response (AID 588689); Dengue-2 NS5 methyltransferase capping enzyme assay, biochemical; higher % means a stronger effect; inhibition, % at 25 µM, or IC50 in µM where a hit was titrated; 340,000 tested, 0.3% active; in the data active means a potency from the dose series; inconclusive means inhibition above about 29% without an active follow-up result
XIAP displacement – small molecules displacing peptide from XIAP – biochemical, IAP family, fluorescence polarization (AID 1018); XIAP BIR domain, fluorescence polarization peptide displacement; higher % means a stronger effect; displacement, % at 20 µM, or IC50 in µM where a hit was titrated; 200,000 tested, 0.007% active; in the data active means displacement above about 50%; further: a part of the inactive calls stands beside numbers as strong as those of hits
Hep lipid drop cells 6.5 µM – second read-out of Hep lipid drop, no call of its own (marks repeat the call); cell count; measured here: cell count, cytotoxicity flag;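 cells counted across two imaged fields per well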
Dengue-2 NS5 capping pilot replicate – second read-out of Dengue-2 NS5 capping, no call of its own (marks repeat the call); inhibition, %; measured here: pilot screen replicate inhibition
Myeloid diff 2 GFP+ MAC1+ % – further read-out of Myeloid diff 2, marked with its call; GFP+ MAC1+ double positive, %; measured here: differentiation confirmed by MAC1 staining
An asterisk follows results filed as active; i = inactive; ? = inconclusive; / = no result given. Unless noted, no stated cut-off is given here; in the data, active means inhibition above about 50%; inactive means the rest. Not all compounds are listed; rates above refer to the full screens.

SMILES	LYP phosphatase	AID2073	Siah-1 displacement	NOD2 inhibition	HIV fusion peptide	Myeloid diff 2	Myeloid diff 2 GFP+ MAC1+ %	Hep lipid drop	Hep lipid drop cells 6.5 µM	Dengue-2 NS5 capping	XIAP displacement	others
O=C(O)c1ccc2c(c1)C(=O)N(c1ncccn1)C2=O	-3%	-8%	-4%	6%	-1.5%	i	0.4	21	738	-3%	-3.1%
O=C(NCCOc1ccccc1)c1n[nH]c(=O)c2ccccc12	5%	-2%	2%	-1%	0.7%	i	5.9	36	662	0%	-15%
O=C(NCC1CCCO1)c1ccc(Oc2ccc([N+](=O)[O-])cc2)cc1 (centres undefined)	-4%	2%	-1%	18%	0.3%	i	0.1	-19	708	4%	-2.7%
CC1CCc2sc(C(=O)Nc3nnc(SCc4ccc(F)cc4)s3)cc2C1 (centres undefined)	6%	28%	0%	-7%	2.5%	i	0.6	-3	684	6%	-8.9%
CCNC(=O)c1ccccc1NC(=O)C1CC(=O)N(C(C)C)C1 (centres undefined)	-6%	6%	-8%	5%	-1.4%	i	0.4	-6	832	-7%	/
CN(Cc1ccccc1)C(=O)c1nc2ccccn2c1CN1CCc2sccc2C1	-7%	27%	-3%	8%	-0.5%	i	0.3	-17	690	-7%	-1.8%
Cc1ccc(-c2ccc(CCC(=O)O)n2CC2CCCO2)cc1 (centres undefined)	-10%	14%	-1%	16%	6.3%	i	1.0	/	/	1%	-1.8%
O=S(=O)(c1ccccc1)c1nc(NCc2cccnc2)sc1Cl	-6%	-6%	-12%	4%	-1.4%	i	0.6	-18	702	-4%	-3.3%
Cc1cc2c(c(SCC(=O)NCc3ccccc3Cl)n1)C(=O)OC2	-11%	-6%	0%	-2%	2.9%	i	0.6	6	705	-8%	-3.7%
COc1ccc(C(=O)N/C(=C/c2ccco2)C(=O)NC2CCS(=O)(=O)C2)cc1 (centres undefined)	-3%	-16%	1%	10%	4.3%	i	0.4	-2	759	/	-9.7%
c1ccc(Nc2nc(-c3ccncc3)cs2)cc1	-3%	-11%	0%	-25%	-1.1%	i	0.3	10	551	7%	-2.5%
CCC(=O)Nc1cccc(-c2nnc(SCC(=O)c3ccccc3)n2C)c1	4%	-10%	2%	-52%	-0.3%	i	0.3	/	/	-7%	-4.5%
CC(C)(C)NC(=S)NC1CC1	-6%	4%	2%	0%	0.1%	i	0.7	-8	713	3%	/
CN1/C(=C\C=N\NC(=O)c2cccnc2)C(C)(C)c2ccccc21	6%	-1%	-2%	-4%	0.4%	i	0.8	-11	685	-3%	-5.9%
O=C(CN1C(=O)c2ccccc2S1(=O)=O)NC(Nc1ccccc1F)C(Cl)(Cl)Cl (centres undefined)	-6%	14%	6%	10%	-0.3%	i	0.1	-8	608	-5%	-6.3%

The final 4 records of the section before lead into the next.
SMILES	LYP phosphatase	AID2073	Siah-1 displacement	NOD2 inhibition	HIV fusion peptide	Myeloid diff 2	Myeloid diff 2 GFP+ MAC1+ %	Hep lipid drop	Hep lipid drop cells 6.5 µM	Dengue-2 NS5 capping	XIAP displacement	others
CCC(=O)Nc1cccc(-c2nnc(SCC(=O)c3ccccc3)n2C)c1	4%	-10%	2%	-52%	-0.3%	i	0.3	/	/	-7%	-4.5%
CC(C)(C)NC(=S)NC1CC1	-6%	4%	2%	0%	0.1%	i	0.7	-8	713	3%	/
CN1/C(=C\C=N\NC(=O)c2cccnc2)C(C)(C)c2ccccc21	6%	-1%	-2%	-4%	0.4%	i	0.8	-11	685	-3%	-5.9%
O=C(CN1C(=O)c2ccccc2S1(=O)=O)NC(Nc1ccccc1F)C(Cl)(Cl)Cl (centres undefined)	-6%	14%	6%	10%	-0.3%	i	0.1	-8	608	-5%	-6.3%
COc1ccc(-c2n[nH]c(=S)n2Cc2ccco2)cc1	-2%	-6%	-5%	-8%	12%	i	1.3	4	814	-4%	-3.4%
Nc1c(-c2ccccc2)cnn1-c1cccc([N+](=O)[O-])c1	-9%	6%	1%	-27%	2.1%	i	0.7	/	/	-6%	-3.4%	Dengue-2 NS5 capping pilot replicate=-7.0
C=CCn1c(C)cc(C(=O)COC(=O)[C@@H](NC(=O)c2ccccc2Cl)C(C)C)c1C	-3%	-1%	-6%	-49%	0.2%	i	0.2	-2	728	-2%	-1.6%
CCOC(=O)C(NC(=O)C1C(C)N1S(=O)(=O)c1ccc(C)cc1)C(=O)OCC (centres undefined)	-10%	3%	4%	-6%	-1.3%	i	1.3	2	781	-9%	/
O=C(NC(=S)Nc1ccccc1O)c1ccccc1Cl	1%	-1%	4%	-62%	-2.3%	i	0.1	7	727	5%	-4.6%
CN(c1ccc(C(=O)Nc2cccnc2)cc1)S(=O)(=O)c1ccc(Cl)cc1	-13%	10%	-4%	27%	1.4%	i	0.0	-13	921	-4%	/
Brc1ccccc1OCCCN1CCCC1	-10%	12%	1%	0%	1.1%	i	0.5	-1	889	-1%	/
Cc1ccc(Cl)cc1N1CCN(C(=O)Cc2csc(Nc3nc(=S)[nH]c4ccccc34)n2)CC1	5%	29%	1%	8%	1.0%	i	0.1	-8	620	-2%	-0.1%
O=C(CN1CCN(Cc2ccc3c(c2)OCO3)CC1)Nc1ccc2c(c1)OCO2	4%	6%	-6%	-43%	-0.3%	i	1.3	-2	770	-7%	-9.7%
CCSc1nc(-c2ccc(OC)cc2)n(-c2nc3ccccc3s2)n1	3%	-8%	2%	7%	1.2%	i	1.0	0	616	-3%	1.8%
O=[N+]([O-])c1cccc(NC(=S)NCc2ccncc2)c1	-1%	39%	-8%	9%	-3.1%	i	0.2	-2	699	25%	-18%
O=S(=O)(NCCSc1ccccc1)c1ccc2c(c1)OCCO2	-8%	4%	-2%	-7%	9.9%	i	0.9	1	719	-2%	-2.2%
COc1ccc(S(=O)(=O)N2CCN(Cc3cccc(OC)c3OC)CC2)cc1	-14%	-1%	0%	21%	0.2%	i	0.3	-2	826	/	/
O=C1/C(=C\c2cc(Br)cc(Br)c2O)SC(=S)N1Cc1ccccc1	5%	27%	-9%	49%	71%	i	0.6	-1	731	?	/
O=C(COc1ccccc1)Nc1ccc(S(=O)(=O)N2CCCCCC2)cc1	-6%	-9%	-3%	-10%	-0.5%	i	0.5	9	809	4%	-5.1%	Dengue-2 NS5 capping pilot replicate=0.0
COC(=O)c1cc(C(=O)NCc2ccccc2)c(=O)[nH]c1C	-1%	7%	-7%	-1%	-0.8%	i	0.2	-22	589	-6%	-8.0%
CCCOc1ccccc1C1NC(=O)NC(C)=C1C(=O)OCCOCC (centres undefined)	-5%	0%	5%	-9%	-3.2%	i	0.1	/	/	-4%	0.5%
Cc1ccc(CCC(=O)NCc2ccccc2)o1	-9%	13%	-2%	6%	3.1%	i	0.2	-2	868	-1%	/
COc1cc(S(=O)(=O)N2CCOCC2)cc(C(=O)c2nccn2C)c1OC	-5%	-4%	-1%	2%	3.8%	i	8.4	/	/	-4%	-1.8%
CC(C)n1c(SCC(=O)Nc2nncs2)nnc1C1CC1	-11%	12%	1%	5%	-0.6%	i	0.9	9	776	-2%	/
c1ccc(-c2ccccc2OCCn2cncn2)cc1	-2%	-6%	-4%	-15%	-1.4%	i	0.7	-18	661	0%	0.7%
CN(C=O)CP(=O)(O)CN1CCCCC1	-6%	-11%	-4%	15%	-2.0%	/	/	/	/	/	-0.7%
COc1ccc(-c2ocnc2C(=O)N2CCN(C(=O)C(c3ccccc3)c3ccccc3)CC2)cc1	-4%	-12%	-4%	-10%	-0.5%	i	0.5	-3	785	4%	/
O=C(NC(=S)Nc1ccccn1)c1ccc([N+](=O)[O-])cc1	-5%	-9%	3%	9%	-2.6%	i	0.5	2	581	?	-5.6%
Cc1csc(NC(=O)CSc2nnc(-c3ccco3)n2C)n1	0%	8%	1%	2%	-1.4%	i	1.1	/	/	-37%	-2.0%
COc1ccc(CCNC(=O)C(=O)NCC2OCCN2C(=O)c2ccc(Cl)cc2)cc1OC (centres undefined)	-1%	12%	0%	-9%	2.4%	i	1.4	-22	650	4%	/
O=C(O)C1CCCN1S(=O)(=O)c1cc(Cl)ccc1Cl (centres undefined)	-11%	-1%	1%	-3%	-2.1%	i	1.0	/	/	-4%	-1.0%
CCOC(=O)c1[nH]c(C)c(CN(CCc2ccccc2)C(=O)CCC(=O)O)c1C	3%	9%	-3%	6%	-1.3%	i	1.8	/	/	3%	2.3%
C=CCn1c(-c2ccc(S(=O)(=O)N3CCOCC3)cc2)csc1=Nc1ccccc1	8%	-14%	3%	36%	0.6%	i	1.0	/	/	2%	-1.8%
Cc1ccc(C(=O)N/N=C/c2ccc3c(c2)OCO3)o1	1%	0%	0%	-63%	1.1%	i	0.3	-14	590	-6%	-9.1%
CCCCC(=O)Nc1ccc(NC(=O)C(C)C)cn1	-12%	-4%	0%	-1%	1.9%	i	0.8	/	/	1%	-3.6%
COc1cc2ccccc2cc1C(=O)OCC(=O)NC1CCS(=O)(=O)C1 (centres undefined)	-9%	10%	9%	2%	-1.2%	i	0.5	-10	568	4%	-5.1%
CCc1nc(CN2CCN(c3cc(C(F)(F)F)ccn3)CC2)c(C)[nH]1	-6%	-6%	12%	10%	0.4%	i	0.5	21	772	/	/
COc1ccc(S(=O)(=O)N(C)CC(=O)N2CCC(C)CC2)cc1Cl	1%	-5%	3%	-5%	-1.1%	i	5.5	-2	768	1%	1.4%
CCOC(=O)c1c(NC(=O)C2CCCN(S(=O)(=O)c3ccc(C)cc3)C2)sc2c1CCCC2 (centres undefined)	8%	19%	1%	18%	-2.4%	i	0.2	1	704	-3%	4.1%
Oc1ccc(C2Nc3cccc4cccc(c34)N2)cc1	-4%	53%	-1%	6%	23%	i	0.5	-1	805	1%	/
O=C(Nc1ccc2[nH]c(=O)[nH]c2c1)c1cccc([N+](=O)[O-])c1	-4%	7%	3%	17%	1.0%	i	0.7	-6	798	-3%	/
CC(C)CCN1CCNC(=O)C1CC(=O)NCCCN1CCOCC1 (centres undefined)	-13%	-8%	-6%	-6%	1.6%	i	1.4	19	799	2%	/
COc1ccccc1NNC(=O)C(O)(c1ccccc1OC)c1ccccc1OC	1%	-15%	2%	-15%	-3.4%	i	0.9	-10	685	-4%	-14%
CN1CCN(c2nc3c(c(=O)n(C)c(=O)n3C)n2Cc2cccc3ccccc23)CC1	-13%	-3%	-6%	3%	-1.2%	i	1.2	-11	778	-4%	-8.1%
CCN1CCN(c2cc(C)c3cc(NC(=S)N(C)Cc4ccccc4)ccc3n2)CC1	-8%	6%	0%	-2%	-0.3%	i	0.2	-20	802	-7%	/

Screening results (PubChem)
